# TrxR1 substrate = is turned over as a substrate by rat TrxR1 | AID 588456 | O89049 | purified TrxR1 substrate turnover, NADPH consumption readout | Potency, µM (top dose mostly 114 µM), without a hit: at the top dose activity change, negative = substrate turnover | 390,000 tested, 0.01% active; note: potency is the fitted concentration of half-maximal effect; % is set by controls: 0 for no effect and ±100 for the full control effect; nearly all actives have a fitted effect of over 50% in size
# Target sequence (O89049 whole entry, looked up): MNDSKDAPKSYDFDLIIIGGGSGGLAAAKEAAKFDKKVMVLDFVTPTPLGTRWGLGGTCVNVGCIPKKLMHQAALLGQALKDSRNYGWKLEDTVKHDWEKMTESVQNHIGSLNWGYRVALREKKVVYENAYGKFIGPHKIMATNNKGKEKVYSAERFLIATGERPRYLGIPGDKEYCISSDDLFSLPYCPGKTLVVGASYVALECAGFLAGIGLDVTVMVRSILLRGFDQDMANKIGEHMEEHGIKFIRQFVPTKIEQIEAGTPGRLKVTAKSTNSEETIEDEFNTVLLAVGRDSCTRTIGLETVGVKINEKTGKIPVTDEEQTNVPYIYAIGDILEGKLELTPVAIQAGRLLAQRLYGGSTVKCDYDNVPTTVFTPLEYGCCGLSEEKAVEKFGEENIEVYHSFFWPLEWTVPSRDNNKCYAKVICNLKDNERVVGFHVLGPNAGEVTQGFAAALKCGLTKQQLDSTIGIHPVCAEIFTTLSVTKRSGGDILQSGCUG
#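 Rat TrxR1, dispensed at 90 nM, was prereduced with 400 uM NADPH (final) for 5 min at ~22 deg C, then incubated with compound 15 min before 400 uM selenite. A first-read NADPH fluorescence drop versus no-compound background flagged substrates.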
# PI4K2A block = inhibitors of human PI4K2A; Q9BTU6; 420,000 tested, 0.13% active; purified PI4K2A, ADP-Glo luminescence, 1 h; hits give low values; AID 1346378; activity change, negative = inhibition, % at 76.9 µM; in the data active = activity change below about -50%; inconclusive = mostly about -30% to -49%;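 note: -100% = wells without enzyme as full effect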
#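 PI4K2A activity was measured by ADP-Glo luminescence: enzyme (4 ug/mL stock) and phosphatidylinositol (1.2 mM stock) in Tris pH 7.5/MgCl2/EGTA/Triton X-100 buffer were reacted with ATP (300 microM stock) for one hour at ambient temperature.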
# USP1 inh = inhibitors of human USP1/UAF1 deubiquitinase; 390,000 tested, 0.23% active; recombinant USP1/UAF1, Ub-Rhodamine cleavage fluorescence; AID 743255; Potency, µM (series often up to 57.1 µM), without a hit: top-dose activity change, negative = inhibition, actives largely listed as inhibitors; O94782; note: potency is the fitted concentration of half-maximal effect; % is set by controls: 0 for no effect and ±100 for the full control effect; nearly all actives have a fitted effect of over 60% in size; inactives centre near -12
#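 In this screen, compounds sit with the deubiquitinase complex (1nM) for 15 min at room temperature before Ub-Rho is added at 150nM final. Fluorescence rise is then followed for 6 reads every 60 seconds.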
# RXFP1 ag = agonists of human relaxin receptor RXFP1; HEK293T-RXFP1 cAMP TR-FRET, 30 min; response scale: percent of porcine relaxin response, buffer zero; Potency, µM (doses to about 57.5 µM), for inactives: top-dose activation, most hits filed as activators; 370,000 tested, 0.3% active; AID 2676; note: potency is the fitted concentration of half-maximal effect; % is set by controls: 0 for no effect and ±100 for the full control effect; nearly all actives have a fitted effect of over 60% in size; many of its hits are not listed in these tables
#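 Agonist response is measured as cAMP accumulation in an RXFP1-transfected HEK293T line under PDE4 inhibition. Values are scaled between buffer-only and 29 nM porcine relaxin, and EC50s come from standard Hill equation fits.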
# Vif-APOBEC3G blk = Vif-A3G binding inhibition; HeLa A3G-eYFP + Vif (tagged APOBEC3G with the HIV-1 protein that degrades it), YFP fluorescence, overnight; Potency, µM (titrated, usually from 46.1 µM), inactives show at the top dose activity, negative = active, most hits filed as inhibitors; Q9HC16; 410,000 tested, 0.076% active;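 note: potency is the fitted concentration of half-maximal effect; % is set by controls: 0 for no effect and ±100 for the full control effect; nearly all actives have a fitted effect of over 60% in size; hits raise eYFP signal because A3G escapes Vif-driven loss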
#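 HeLa cells stably expressing Vif and C-terminally eYFP-tagged A3G, seeded overnight at 37 deg C, then exposed to compound by pintool overnight at 37 deg C. Rise in yellow fluorescence (Ex 488/Em 500-530, Acumen) marks blocked Vif-driven A3G degradation.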
# mIDH1 inhibitor = human IDH1 R132H inhibition | AID 602179 | 390,000 tested, 0.093% active | Potency, µM (titrated, usually from 76.6 µM), for the others: at the top dose activity change, negative = inhibition, actives largely listed as inhibitors | IDH1-R132H enzyme, NADPH consumption, diaphorase/resazurin fluorescence | O75874; note: potency is the fitted concentration of half-maximal effect; % is set by controls: 0 for no effect and ±100 for the full control effect; nearly all actives have a fitted effect of over 65% in size
# Target sequence (O75874 whole entry R132H, stated change not applied): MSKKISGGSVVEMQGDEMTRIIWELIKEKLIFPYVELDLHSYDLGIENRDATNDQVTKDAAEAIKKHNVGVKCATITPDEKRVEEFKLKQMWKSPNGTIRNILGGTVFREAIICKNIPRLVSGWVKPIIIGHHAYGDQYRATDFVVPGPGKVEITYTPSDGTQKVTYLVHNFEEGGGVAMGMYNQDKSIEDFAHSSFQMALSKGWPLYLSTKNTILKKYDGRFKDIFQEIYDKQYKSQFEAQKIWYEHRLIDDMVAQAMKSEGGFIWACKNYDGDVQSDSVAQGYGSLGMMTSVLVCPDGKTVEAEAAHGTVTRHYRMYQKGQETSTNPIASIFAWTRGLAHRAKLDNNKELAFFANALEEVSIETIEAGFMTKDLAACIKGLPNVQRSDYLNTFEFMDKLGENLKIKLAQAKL
#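 IDH1-R132H (0.5 ug/mL) preincubated 30 min with compound, then NADPH (0.016 mM) and alpha-KG (2 mM) added; 80 min at RT, pH 7.5. Remaining NADPH coupled via diaphorase/resazurin to fluorescence (540/590 nm); concentration-response curves normalized to no-enzyme control.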
# GRP78 ERSR act = inducers of ER stress response in human glioma cells | U87-MG GRP78 promoter luciferase reporter, 16 h | Potency, µM, without a hit: top-dose activation, usual class: activators | 420,000 tested, 0.02% active | AID 602332; note: potency is the fitted concentration of half-maximal effect; series mostly up to about 76 µM; % of control where 0% means no effect; nearly all actives have a fitted effect of over 35% in size
#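 Stably transfected U87-MG human glioma cells carrying a GRP78-based luminescent sensor were seeded at 1000 cells/well, pin-dosed with compounds and incubated 16 h. Luciferase reagent was then added, and end-point luminescence was read after 10 min at room temperature.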
# Vif-A3F inh = inhibitors of Vif-A3F interaction | HeLa A3F-eYFP + Vif (tagged APOBEC3F with the HIV-1 protein that degrades it), YFP fluorescence increase | Potency, µM (doses to about 46.1 µM), inactives show top-dose activity, negative = active | 390,000 tested, 0.2% active | AID 602313; note: potency is the fitted concentration of half-maximal effect; % of control where 0% means no effect; nearly all actives have a fitted effect of over 65% in size
#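 HeLa cells stably expressing Vif plus C-terminally eYFP-tagged A3F were seeded, incubated overnight at 37 deg C, dosed with compound, incubated overnight again at 37 deg C. Yellow fluorescence (Ex 488/Em 500-530) reported blocked Vif-mediated A3F-eYFP degradation.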
# LDHA block = inhibitors of human lactate dehydrogenase A; purified LDHA, NADH/diaphorase-resazurin fluorescence; hits give low values; activity change, % (values are at about 110 or 230 µM); P00338; 480,000 tested, 0.15% active; in the data active = activity change below about -30%; inconclusive = mostly about -25% to -30%;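 note: plate controls were DMSO wells for no effect and wells without enzyme for full effect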
#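 Human LDH5 at 2 nM final in Tris HCl pH 7.4 with 0.06 mM NADH and 0.2 mM pyruvate, reacted 5 minutes at room temperature. Remaining NADH coupled via diaphorase/resazurin; resorufin fluorescence read at 0 and 20 minutes, normalized to enzyme-free and DMSO wells.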
# Numbers without * were called inactive; ? = inconclusive; nt = no result given; [ ] = remark or other dose. Unless noted, calls come from the whole dose curve; as a rule, active = well fitted curve in the direction sought with a large enough effect; inconclusive = small, poorly fitted or top-dose-only effect, or another doubt; inactive = no such curve, though single readings can be large; an effect the other way counts as inactive or inconclusive. These rows are one share of the data; the hit share may differ from the screen's.
# The opening five records, ahead of the listing:
# Results follow in this order: TrxR1 substrate, PI4K2A block, USP1 inh, RXFP1 ag, Vif-APOBEC3G blk, mIDH1 inhibitor, GRP78 ERSR act, Vif-A3F inh, LDHA block
Cc1ccc(NC(=O)N2CCCCC2)cc1NC(=O)N1CCCCC1
 : 4%[57.1 µM], 1, -8%, 1.7%, 0%, -4%, 3%, -8%, -6
S=C(NCc1ccccc1Cl)Nc1ccccc1Cl
 : -12%, 11, -24%, 0.0%, -1%, -7%, 6%, -1%, -10
O=C(CSc1ncnc2scc(-c3ccc(F)cc3)c12)c1ccc2c(c1)OCCO2
 : -10%[57.1 µM], -3, -18%, 0.3%, 2%, 3%, -4%, -1%, 0
COc1ccccc1C#CC1=CC(=O)CC(C)(C)C1
 : nt, 2, -23%, nt, -16%, 1%, -2%, 1%, -1
Clc1nc(Cl)nc(NCCC2=CCCCC2)n1
 : 8%, -2, -27%, 0.8%, 2%, -9%, -1%, 5%, -5

# Results, from the start:
# Results follow in this order: TrxR1 substrate, PI4K2A block, USP1 inh, RXFP1 ag, Vif-APOBEC3G blk, mIDH1 inhibitor, GRP78 ERSR act, Vif-A3F inh, LDHA block
Cc1ccc(NC(=O)N2CCCCC2)cc1NC(=O)N1CCCCC1
 : 4%[57.1 µM], 1, -8%, 1.7%, 0%, -4%, 3%, -8%, -6
S=C(NCc1ccccc1Cl)Nc1ccccc1Cl
 : -12%, 11, -24%, 0.0%, -1%, -7%, 6%, -1%, -10
O=C(CSc1ncnc2scc(-c3ccc(F)cc3)c12)c1ccc2c(c1)OCCO2
 : -10%[57.1 µM], -3, -18%, 0.3%, 2%, 3%, -4%, -1%, 0
COc1ccccc1C#CC1=CC(=O)CC(C)(C)C1
 : nt, 2, -23%, nt, -16%, 1%, -2%, 1%, -1
Clc1nc(Cl)nc(NCCC2=CCCCC2)n1
 : 8%, -2, -27%, 0.8%, 2%, -9%, -1%, 5%, -5
Cc1nn(-c2ccccc2)c2sc(C(=O)OCC(=O)N3CCCCC3)cc12
 : 17%, -2, -8%, 0.1%, -4%, 4%, -2%, 0%, 0
COc1ccccc1C(=O)NNC1=C(C(=O)C(F)(F)F)CCC1
 : 4%, -2, -4%, -0.4%, ?, 1%, -2%, 1%, -2
O=C(c1c(F)cccc1F)N1CCN(c2ncccn2)CC1
 : 12%, -5, -16%, -0.4%, 1%, 1%, -4%, 0%, 2
CCn1c(SCC(=O)N2CCC(C)CC2)nnc1-c1ccco1
 : -7%, -10, -6%, 0.2%, 0%, -4%, -2%, 12%, -7
CCc1nc2nc(C)cc(Nc3cc(Cl)ccc3C)n2n1
 : 1%, 1, -22%, 1.8%, 3%, -17%, -2%, -4%, 0
CN(C(=O)CSc1nnc(-c2cccnc2)n1-c1ccccc1F)C1CCS(=O)(=O)C1 (configuration not stated)
 : 1%[57.1 µM], 2, -1%, 0.7%, 1%, -5%, -6%, 3%, -6
COc1ccccc1NC(=O)C1=C(C)NC(=O)NC1c1cccs1 (configuration not stated)
 : -16%[57.1 µM], 10, -2%, 1.4%, 0%, 10%, -2%, 8%, 1
Cc1ccc2sc(N(CCCN(C)C)C(=O)c3ccc(S(=O)(=O)N4CCc5ccccc5C4)cc3)nc2c1C
 : -3%, -5, -3%, 0.2%, -9%, 6%, -11%, ?, -6
COC(=O)c1ccc(NS(=O)(=O)c2cc3c4c(c2)C(C)C(=O)N4CCC3)cc1 (configuration not stated)
 : -2%, -3, -3%, -1.2%, -2%, -1%, -3%, 6%, 0
CCOC(=O)CCCNC(=O)COC(=O)c1ccc(O)cc1
 : -6%, 3, -14%, -0.1%, 0%, 4%, -3%, 6%, -1
Cc1ccc(-n2cnc3cc(C(=O)NCCC4=CCCCC4)ccc32)cc1Cl
 : -7%[57.1 µM], -6, -14%, -0.2%, -2%, 16%, -2%, -2%, 2
COc1ccccc1C(=O)NNC(=O)c1cccc(F)c1
 : 7%[57.1 µM], -1, -2%, -0.6%, 2%, -4%, -12%, -10%, -6
CCN(CCS(=O)(=O)c1ccc(Cl)cc1)C(=O)Nc1ccccc1
 : 5%[2.29 µM], -6, -2%, -0.3%, 0%, 0%, -2%, 1%, -6
Cc1ccc(NC(=O)C2C(=O)N(CCO)C3(C)CC2c2ccccc2O3)cc1 (configuration not stated)
 : 0%, 2, -1%, 2.3%, -1%, 18%, 4%, 1%, -6
CCOc1ccc(C2c3c(oc4cc(C)c(C)cc4c3=O)C(=O)N2CCCN(C)C)cc1OC (configuration not stated)
 : -2%[57.1 µM], 4, -23%, 2.0%, -5%, 0%, -3%, 3%, 4
COC(=O)[C@@H]1C[C@H]1[C@@H](NC(=O)c1ccccc1)c1ccccc1
 : -3%, -1, -10%, 0.2%, 3%, 7%, -1%, -5%, -10
O=C(CC(=O)c1ccccc1)Nc1cc(C(F)(F)F)ccc1Cl
 : -3%, 1, -17%, -1.2%, -6%, 0%, -4%, 1%, -11
Nc1c(C(=O)NCc2ccco2)c2nc3ccccc3nc2n1CCc1ccccc1F
 : 74%[activator], -4, -21%, 0.3%, -17%, -1%, -3%, -1%, -1
COCCOC(=O)C1=C(C)NC(=O)NC1C1CC=CCC1 (configuration not stated)
 : 2%, 2, 14%, 1.4%, -6%, -1%, -3%, -8%, -3
CCN1CCN(C(=O)c2ccccc2N(C)S(=O)(=O)c2ccc(C)cc2)CC1
 : -6%, -7, -9%, -0.3%, -8%, 2%, -3%, -19%, -2
Cc1c(C(=O)O)sc(S(=O)(=O)N2CCN(C(=O)CC(C)c3ccccc3)CC2)c1C(=O)O (configuration not stated)
 : -5%, 5, -13%, nt, -1%, 2%, -4%, 1%, -4
CCN(CC)CCN(CC(=O)Nc1c(C)cc(C)cc1C)C(=O)c1ccccc1
 : -3%, 0, 1%, -0.9%, 1%, 1%, -3%, 1%, 0
CCN1CCN(C(=O)/C=C/c2ccc(F)cc2)CC1
 : 6%[57.1 µM], -1, -12%, nt, -1%, 8%, -7%, 0%, 0
CC(=O)c1cccc(N=C2NC(=O)CS2)c1
 : 5%[57.1 µM], -9, -10%, 3.3%, -10%, 0%, -4%, -4%, -7
Cc1ccc2oc(-c3ccc(C)c(NC(=O)COc4ccc(Cl)cc4C)c3)nc2c1
 : 3%, nt, nt, nt, 3%, nt, -2%, nt, -11
COc1ccc(C2NC(=O)NC(C)=C2C(=O)OCC2CCCCC2)cc1OC (configuration not stated)
 : 4%, 3, -19%, -2.8%, -1%, -2%, -6%, -3%, -2
Cc1cccc(C(=O)NNC(=O)C2CCCCC2)c1O
 : nt, -3, -25%, nt, 0%, -6%, 1%, 0%, 1
CC1=Nc2cc(C(=O)NCC3CCCO3)ccc2Sc2ccc(C)cc21 (configuration not stated)
 : 2%, 3, -6%, 0.5%, -2%, -4%, -10%, -24%, 0
O=C(O)CCC(=O)Nc1cccc(-c2nnc(-c3ccccc3)o2)c1
 : 3%, 0, -22%, 4.9%, 2%, 14%, 2%, -11%, -1
C=CC[C@@H](CC(=O)N(CCO)Cc1ccccc1)C(=O)NC[C@@H](OC(=O)[C@@H](CC=C)Cc1ccc(F)cc1)c1ccccc1
 : -11%, 2, -13%, nt, -1%, -6%, 1%, 5%, 4
O=C(Nc1ccc(F)cc1)Nc1ccc2c(c1)OCO2
 : 9%, 3, -24%, 1.2%, -6%, -6%, 1%, 0%, 3
CCCCCOC(=O)Cc1c(O)c2ccccc2[nH]c1=O
 : 23%[57.1 µM], 3, -21%, -0.1%, -3%, 4%, -3%, 2%, -2
S=C(NCCc1ccccc1)NC1CCC(NC(=S)NCCc2ccccc2)CC1 (configuration not stated)
 : 2%, 1, -26%, 0.8%, -5%, -5%, 0%, -2%, -6
O=C(/C=C/c1ccccc1[N+](=O)[O-])OC1CCCCC1=O (configuration not stated)
 : -2%, 6, -20%, 1.9%, 0%, -6%, 5%, -2%, -4
O=S(=O)(c1ccccc1)N1N=C(c2ccc(Cl)cc2)CC1c1ccco1 (configuration not stated)
 : 3%, -4, -11%, -0.7%, -5%, 3%, -1%, ?, -7
O=c1c2ccccc2cnn1Cc1n[nH]c(=S)n1C1CC2CCC1C2 (configuration not stated)
 : 14%[57.1 µM], 1, 13%, 8.7%, -1%, 6%, -3%, 13%, -13
Cc1ccc(OCC(=O)Oc2cccc(C)c2C)cc1
 : -8%, -2, -2%, -0.3%, 4%, 1%, -3%, 2%, -4
O=C(CCNS(=O)(=O)c1ccccc1C(F)(F)F)Nc1ccncc1
 : 4%, -1, -24%, 0.7%, 0%, 15%, -4%, 2%, -3
Cc1cc(NC(=O)Nc2ccccc2Cl)no1
 : -3%[57.1 µM], 0, -30%, 1.3%, 0%, 8%, 5%, -8%, -4

# 4 compounds out of the list above, arranged by their value in PI4K2A block, smallest number first.
SMILES | PI4K2A block
Cc1ccc(OCC(=O)Oc2cccc(C)c2C)cc1 | -2
O=C(CCNS(=O)(=O)c1ccccc1C(F)(F)F)Nc1ccncc1 | -1
Cc1cc(NC(=O)Nc2ccccc2Cl)no1 | 0
O=c1c2ccccc2cnn1Cc1n[nH]c(=S)n1C1CC2CCC1C2 (configuration not stated) | 1
